# KCNQ2 block: KCNQ2 potassium channel inhibitors, primary screen, cell-based, CHO-K1, FluxOR thallium flux, B-score (AID 2156); B-score at 10 µM; Potassium voltage-gated channel subfamily KQT member 2 (Rattus norvegicus), O88943; actives 1.1% (n = 310,000); 20 min; active compounds read low;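 active = fluorescence ratio B-score at most minus 3 library SDs, with starting brightness B-score within 2 library SDs, cut at about -5.5 in these data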
# CHT block: inhibitors of human choline transporter CHT. actives 0.86% (n = 310,000). CHT-expressing cells, membrane potential dye, choline response; active compounds read low. High affinity choline transporter 1 (Homo sapiens), Q9GZV3. AID 488975, 2010. B-score at 10 µM;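 active = B-score over 3 SD under the library average, and starting fluorescence ratio not unusually high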;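 also: choline stimulus applied at its EC90 after an EC20 pre-addition; B-score computed on integrated fluorescence ratio after choline addition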
# Target sequence (Q9GZV3 whole entry, looked up): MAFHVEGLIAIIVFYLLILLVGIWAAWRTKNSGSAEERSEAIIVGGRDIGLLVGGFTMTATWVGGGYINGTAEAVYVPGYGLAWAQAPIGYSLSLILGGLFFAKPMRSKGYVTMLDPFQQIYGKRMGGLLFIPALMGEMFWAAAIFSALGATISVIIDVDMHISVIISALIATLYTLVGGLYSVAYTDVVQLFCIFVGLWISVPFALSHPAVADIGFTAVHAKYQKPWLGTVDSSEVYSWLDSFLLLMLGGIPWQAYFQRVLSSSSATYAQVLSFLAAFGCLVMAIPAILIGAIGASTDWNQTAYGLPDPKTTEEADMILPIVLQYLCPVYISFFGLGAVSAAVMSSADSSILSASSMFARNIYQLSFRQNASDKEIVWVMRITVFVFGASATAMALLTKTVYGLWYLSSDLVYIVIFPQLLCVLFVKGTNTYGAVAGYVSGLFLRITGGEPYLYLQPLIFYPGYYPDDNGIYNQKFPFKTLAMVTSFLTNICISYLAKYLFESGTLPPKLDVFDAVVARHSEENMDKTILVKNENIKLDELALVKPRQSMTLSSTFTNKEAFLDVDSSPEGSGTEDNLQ
# Calls only; i = inactive; x = no result given. Not a hit list, and some 1.9% of all compounds hit somewhere here.
canonical_smiles	KCNQ2 block	CHT block
NC(=O)c1ccc(-n2nnnc2SCC(=O)Nc2ccccc2)cc1	i	i
COc1ccc(-c2csc(NC(=O)c3ccc(S(=O)(=O)N4CCc5ccccc5C4)cc3)n2)c(OC)c1	i	i
CCOC(=O)c1ccc(NC(=O)CNC(=O)c2ccccc2)cc1	i	i
Fc1ccc(Oc2cnc3ccccc3n2)cc1	i	i
COc1cc(CNC(C)(C)CO)ccc1OCC(=O)Nc1ccc(Br)cc1	i	i
CCOC(=O)c1ccccc1NCN1C(=O)CSC1=O	i	i
O=Cc1c[nH]c2ccc(C(=O)c3ccccc3)cc12	i	i
Nc1cc(N)nc(SCC(=O)N2CCCCC2)n1	i	i
CCCC1=Nc2cc(C(=O)NCCN3CCOCC3)ccc2Sc2ccc(C)cc21	i	i
O=C(O)CSc1nnc(C2CC2)n1-c1ccccc1	i	i
CCCNC(=S)N1CCC(c2nc3cc(C)c(C)cc3[nH]2)CC1	i	i
CCOCCCNC(=O)c1ccc(CS(=O)(=O)Cc2cccc(C)c2)o1	i	i
CCC(=O)NC(=S)Nc1cccc(NC(=O)CC)c1	i	i
N=c1c(C(=O)NC2CCCC2)cc2c(=O)n3ccccc3nc2n1CCN1CCOCC1	i	i
O=C(O)C1C2C=CC(O2)C1C(=O)NCCC1=CCCCC1 (configuration not stated)	i	i
O=C(NCc1ccc(Cl)cc1)c1ccc(-n2cccn2)nc1	i	i
Cn1c(=O)c2c(nc(SCCN3CCCCC3)n2Cc2ccccc2)n(C)c1=O	i	i
O=C(O)c1csc(-c2cccs2)n1	i	i
CSc1nc2ccc(S(N)(=O)=O)cc2s1	i	i
CCN(CC)c1ccc(/C=N\NC(=O)c2cccc3cc[nH]c23)cc1	i	i
Cc1nn(Cc2cccc(C(=O)Nc3ccn(Cc4ccccc4)n3)c2)c(C)c1[N+](=O)[O-]	i	i
CCn1c(SCC(=O)NCc2ccccc2)nc2c(c1=O)SC(C)C2 (configuration not stated)	i	i
COc1ccc(OCc2nnc(SCC(=O)O)n2N)cc1	i	i
Cc1ccc(S(=O)(=O)NCCC(=O)NCc2ccccn2)cc1	i	i
O=C(Cc1ccsc1-c1ccccc1)NO	i	i

# Brought forward from above: four compounds, then new ones.
canonical_smiles	KCNQ2 block	CHT block
CCn1c(SCC(=O)NCc2ccccc2)nc2c(c1=O)SC(C)C2 (configuration not stated)	i	i
COc1ccc(OCc2nnc(SCC(=O)O)n2N)cc1	i	i
Cc1ccc(S(=O)(=O)NCCC(=O)NCc2ccccn2)cc1	i	i
O=C(Cc1ccsc1-c1ccccc1)NO	i	i
NNC(=O)c1cccc(COc2ccc(Br)cc2)c1	i	i
COc1ccc(NC(=O)C2CCN(C(=O)c3ccc(OC)cc3)CC2)cc1	i	i
CC(C)CC(NC(=O)OC(C)(C)C)C(=O)NC(C(=O)NC(C)C(N)=O)C(C)C (configuration not stated)	i	i
Cc1ccc(S(=O)(=O)NCC(c2cccnc2)N2CCN(Cc3ccccc3)CC2)cc1 (configuration not stated)	i	i
CCN(CC(=O)Nc1cccc(OC)c1)C(=O)c1ccc(C)s1	i	i
Cc1ccc(/C=N/NC(=O)C(C)Oc2ccccc2[N+](=O)[O-])s1 (configuration not stated)	i	i
COc1cc(C2C(C#N)=C(N)N(Nc3ccccc3)C3=C2C(=O)CC(C)(C)C3)ccc1OCc1ccccc1 (configuration not stated)	i	i
C[C@]12CC[C@@H]3c4ccc(O)cc4CC[C@H]3[C@@H]1CC[C@@H]2OC(=O)CCC1CCCC1	i	i
CCOc1[nH]n(-c2ccc(Cl)cc2)c(=O)c1C=Nc1ccc(OC)cc1	i	i
COc1ccc2sc(N(CCCN(C)C)C(=O)c3ccc(C(=O)c4ccccc4)cc3)nc2c1	i	i
COCCN(Cc1cc2ccc(C)cc2n2nnnc12)Cc1nnnn1C(C)(C)C	i	i
O=C(Nc1nc(-c2ccc(F)cc2)cs1)c1ccc(N2C(=O)CCC2=O)cc1	i	i
C/C(=N/NC(=O)c1ccccn1)c1c[nH]c2ccccc12	i	i
CN(CC(=O)Nc1ccccc1Cl)C(=O)COC(=O)c1cc(S(=O)(=O)N(C)C)ccc1N1CCCC1	i	i
CC1Cc2ccccc2N1c1ncnc2nc[nH]c12 (configuration not stated)	i	i
O=C(/C=C/c1cccs1)Nc1ccc(N2CCOCC2)c(S(=O)(=O)Nc2cc(Cl)ccc2Cl)c1	i	i
O=C(CSc1ccc(-c2cccnc2)nn1)c1ccc([N+](=O)[O-])cc1	i	i
COCC1CCCN(C(=O)c2ccc3oc(Cc4ccc(Cl)cc4)nc3c2)C1 (configuration not stated)	i	i
CCOc1ncccc1C(=O)Nc1ccc2c(c1)OCO2	i	i
COc1ccc(Br)cc1CN1CCN(Cc2c[nH]c3ccccc23)CC1	i	i
COC(=O)/C=C1\N/C(=N\c2nc(C)cc(C)n2)N(c2ccccc2)C1=O	i	i
O=C(C1CCN(c2nnc(-n3cccc3)s2)CC1)N1CCOCC1	i	i
Cc1csc(NC(=O)Cc2ccc(Br)cc2)n1	i	i
CC1(C)CC(=O)C2=C(C1)N(c1ccc(F)cc1)C(=O)CC2c1cccnc1 (configuration not stated)	i	i
NC(=O)N1CCc2ccccc21	i	i

# The list goes on:
SMILES	KCNQ2 block	CHT block
O=C(CNC(=O)c1cccnc1)N/N=C/c1cccnc1	i	i
O=C(NCc1ccc(Cl)cc1)C1CCC(CNc2c(N3CCOCC3)c(=O)c2=O)CC1 (configuration not stated)	i	i
Cc1ccc(NC(=O)C2C3CC4OC(=O)C2C4C3)cc1Cl (configuration not stated)	i	i
CC(C)Oc1cc(NC(=O)CS(=O)CC(=O)N(C)C)c(Cl)cc1Cl (configuration not stated)	i	i
CC1CN(C(=O)c2ccccc2)C(=Nc2cccc(S(=O)(=O)N(C)C)c2)S1 (configuration not stated)	i	i
CCOC(=O)C1C(=O)N(O)CC1c1cccc(Oc2ccccc2)c1 (configuration not stated)	i	i
CCOc1ccc(NC(=O)c2ccccc2OCC(=O)c2ccc(C)cc2)cc1	i	i
COCCOC1CCN(C(=O)C2CCC(=O)N(Cc3cccc(F)c3)C2)CC1 (configuration not stated)	i	i
O=C(NCc1cccnc1)C(=O)NCC(c1ccco1)N1CCN(c2ccccc2F)CC1 (configuration not stated)	i	i
COc1ccc(S(=O)(=O)Nc2ccc3c(c2)OCO3)cc1	i	i
Cc1cc(NCC(C)C)n2ncnc2n1	i	i
C(#Cc1ccccc1)C[N+]1(CC#Cc2cccc3ccccc23)CCCC1	i	i
CS(=O)(=O)c1ccc(C(=O)OCC(=O)N2CCCc3ccccc32)cc1	i	i
O=C(O)Cn1cc(C(=O)c2ccco2)c2ccccc21	i	i
CC(=O)Nc1ccc(/C=C2/Sc3ccccc3C2=O)cc1	i	i
COc1ccc(-c2nc(CSCC(=O)NCCC3=CCCCC3)c(C)o2)cc1OC	i	i
CC1CCCN(S(=O)(=O)c2ccc(N(C(=O)c3cnccn3)C(C(=O)NC3CCCCC3)c3cccs3)cc2)C1 (configuration not stated)	i	i
Cn1cccc1-c1nc2ccc([N+](=O)[O-])cc2[nH]1	i	i
CC(NC(=O)C1CCC1)c1ccc(Br)cc1 (configuration not stated)	i	i
CCc1ccc2[nH]c(=O)c(CN(Cc3ccccc3)C(=O)Nc3ccccc3OC)cc2c1	i	i
COc1ccccc1NC(=O)c1ccc(S(=O)(=O)N2CCC(C)CC2)cc1	i	i
O=C(c1ccc([N+](=O)[O-])cc1)N1CCN(c2ncc(Br)cn2)CC1	i	i
COC(=O)N/N=C\c1c(C)nn(-c2ccccc2)c1Cl	i	i
COc1cccc(C(=O)Oc2cc(C)[nH]c(=O)c2[N+](=O)[O-])c1OC	i	i
CCC(=O)Nc1cc(-c2nn(C)c(=O)c3ccccc23)ccc1OC	i	i
Cc1cccc(-n2c(SCCC(=O)O)nnc2-c2cccs2)c1C	i	i
CN(C)Cc1c(C(=O)N/N=C/c2ccccc2OCc2c(F)cccc2Cl)nnn1-c1nonc1N	i	i
CCCCn1c(N)c(N(CCC(C)C)C(=O)CCCc2nc3ccccc3s2)c(=O)[nH]c1=O	i	i
Nc1nc2sc3c(c2cc1C(=O)NCC(=O)O)CCCC3	i	i
CCOC(=O)N1CCN(C(=S)NC(=O)c2c(-c3c(Cl)cccc3Cl)noc2C)CC1	i	i
O=c1c2ccccc2nc(SCCN2CCCCC2)n1CCc1ccccc1	i	i
c1cc(-c2nsc(-c3ccncc3)n2)ccn1	i	i
O=C(C=C1NCCN1)c1ccccc1	i	i
CCCc1cc(C(=O)Nc2cc(Br)ccc2O)no1	i	i
O=[n+]1c2c(n([O-])c3cc(F)c(F)cc31)CCCC2	i	i
CS(=O)(=O)N1CCc2cc(C(=O)Nc3ccc(COCC(F)(F)F)cc3)ccc21	i	i
COc1ccc(CCNC(=O)C2CCN(C(=O)c3ccc(C(C)(C)C)cc3)CC2)cc1OC	i	i
Cc1ccc(C2CC(=O)Nc3sc(C(N)=O)c(N)c32)cc1 (configuration not stated)	i	i
CN(C)S(=O)(=O)c1cccc(NC(=O)COC(=O)/C=C/c2ccc(Br)o2)c1	i	i
CC(=O)c1cc(NC(=O)c2ccccc2)c(=O)oc1/C=C/N(C)C	i	i
CC(N=C1NC(C)(C)Cc2ccccc21)C(=O)O (configuration not stated)	i	i
Oc1ccccc1-c1nc2ccccc2nc1-c1ccccc1	i	i
Cc1ccc(C2=N/C(=C\c3cccs3)C(=O)N2Nc2ccccc2)cc1	i	i
CCOC(=O)c1ccc(NC(=O)c2cccnc2)cc1	i	i
CCOC(=O)C1=C(C(F)(F)F)Nc2ncnn2C1c1cccc(OC)c1OC (configuration not stated)	i	i

# Complete entries from above. Screens in order: KCNQ2 block	CHT block
# CCCc1cc(C(=O)Nc2cc(Br)ccc2O)no1 as listed: i	i
# Oc1ccccc1-c1nc2ccccc2nc1-c1ccccc1 as listed: i	i
# CC(N=C1NC(C)(C)Cc2ccccc21)C(=O)O (configuration not stated) as listed: i	i
# CS(=O)(=O)N1CCc2cc(C(=O)Nc3ccc(COCC(F)(F)F)cc3)ccc21 as listed: i	i

# Following part:
SMILES	KCNQ2 block	CHT block
CC(C)CNC(C(=O)Nc1ccc([N+](=O)[O-])cc1Br)c1ccccc1 (configuration not stated)	i	i
O=C(NCc1ccco1)c1ccc(-c2ccc(Cl)cc2)o1	i	i
CNC(=S)c1cc(C(C)(C)C)c(O)c(C(C)(C)C)c1	i	i
COCc1nnc(NC(=O)c2cc(C(=O)OC)cc([N+](=O)[O-])c2)s1	i	i
COc1cc(S(=O)(=O)Nc2c(C)cc(C)cc2C)ccc1Cl	i	i
COc1ccc(C(=O)N/N=C(\CCC(=O)O)c2ccc(C(C)(C)C)cc2)cc1OC	i	i
O=C(CSC1=NCCN1)C1COc2ccccc2O1 (configuration not stated)	i	i
COC(=O)c1cc(C(=O)N2CCN(c3ncccn3)CC2)cc([N+](=O)[O-])c1	i	i
Cc1cc(C)cc(OCC(=O)NC2CCCc3ccccc32)c1 (configuration not stated)	i	i
Cc1ccc(S(=O)(=O)N2CCN(C)CC2)cc1-c1nnc2c3ccccc3c(C)nn12	i	i
COc1ccc(CC(=O)Nc2c(C(=O)N3CCN(c4ccccc4)CC3)oc3ccccc23)cc1OC	i	i
CCCn1c(N2CCN(CC(=O)c3c[nH]c4ccccc34)CC2)nc2c1c(=O)[nH]c(=O)n2C	i	i
O=C(CSc1ccccn1)Nc1ccc2c(c1)C(=O)c1ccccc1C2=O	i	i
COCCN(CCOC)S(=O)(=O)c1ccc(C(=O)Nc2nnc(C)o2)cc1	i	i
O=C(CCC(=O)c1cccs1)OCC(=O)N1CCN(S(=O)(=O)c2ccccc2)CC1	i	i
Cc1ccc(S(=O)(=O)NCCCCCC(=O)NCCc2ccccc2)cc1	i	i
CCc1ccc(C2c3[nH]c4ccccc4c3CCN2C(=O)c2cc[n+]([O-])cc2)cc1 (configuration not stated)	i	i
COc1ccc(CNCCNC(=O)c2cccs2)c(OC)c1OC	i	i
O=C(O)CCCC(=O)N1CCN(c2nc(-c3ccccc3Cl)c3cc(Br)ccc3n2)CC1	i	i
COc1cc(/C=N/Nc2nncc3ccccc23)cc(OC)c1OC	i	i
CCC(C)(C(=O)NC1CCCC1)N(Cc1ccco1)C(=O)c1ccccn1 (configuration not stated)	i	i
C/C(=N/NC(=O)CNS(=O)(=O)c1ccccc1)c1ccc(Br)cc1	i	i
COCCCNC(=O)c1cccs1	i	i
Cc1ccc(O)c(NC(=O)c2noc3c2CCc2ccccc2-3)c1	i	i
Oc1ccc(Nc2nc(NCC3CCCO3)c3ccccc3n2)cc1 (configuration not stated)	i	x
N#CC1(NC(=O)CSc2nc3ccc([N+](=O)[O-])cc3s2)CCCCC1	i	i
c1ccc2nc3c(nc2c1)CCCC3	i	i
COc1ccccc1/C=C/C(=O)OCC(=O)NCc1ccco1	i	i
Cc1cccc(NC(=O)CSc2cc(C(=O)c3nccn3C)c3ccccc3n2)c1	i	i
Cc1ccccc1-n1c(Cn2c(=O)sc3ccccc32)nnc1SCC(=O)NCC1CCCO1 (configuration not stated)	x	i
COc1cccc(CN2CC(C(=O)N3CCN(c4ccc(Cl)cc4)CC3)CCC2=O)c1 (configuration not stated)	i	i
NC1=NC[C@H](Cc2ccccc2)N1CC1CCCCC1	i	i
